Screening data: PubChem BioAssay, several laboratories
IEC-6 tox: cytotoxicity in IEC-6 intestinal epithelial cells, primary screen, cytotoxicity control for KLF5 inhibitor project, cell-based, luminescence; 290,000 compounds, 0.78% hits; IEC-6 cytotoxicity, luminescence viability; inhibition, % at 5 µM; in the data active means inhibition above about 22%;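 further: 0% = plate median of test compound wells and 100% = cytotoxic reference compound wells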
aSyn 5UTR inh: MLPCN primary screen, SNCA 5' untranslated region; alpha-synuclein 5'UTR reporter, inhibitor activity; inhibition, % (tested at 7.5 µM); 300,000 compounds, 0.82% hits; in the data active means inhibition above about 60%; inconclusive means no clear call, values can overlap the other calls;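 further: H4 neuroglioblastoma cells stably carrying SNCA 5'UTR luciferase fusion; 0% = DMSO wells and 100% = positive control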
HSF1 inhib: HSF1 inhibitors in luciferase reporter cells, primary screen, cell-based, NIH3T3, luminescence; AID 2098, 2009; 300,000 compounds, 0.77% hits; NIH3T3-HGL HSE-luciferase, MG132-induced, luminescence 8 h; active compounds read low; activity change, negative = inhibition, % at 7.5 µM (by protocol);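 active means more than half of replicate wells show activity change below -50%, luminescence cut by over half; inconclusive means some wells, but at most half, below -50%; inactive means no replicate well below -50%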;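 further: luciferase reports HSF-1 transcriptional activity via heat shock element; 0% = median of DMSO wells and -100% = zero luminescence signal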
KLF5 inhibitor: KLF5 expression inhibitors, primary screen, DLD-1 cells, luminescence; AID 1700, 2009; inhibition, % at 5 µM; 290,000 compounds, 0.23% hits; DLD-1 KLF5 promoter-luciferase reporter;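 active means inhibition above a per-plate limit of that plate's mean compound inhibition plus 3 SD, cut at about 60% in these data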;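 further: 0% = DMSO wells and 100% = LY294002 at 200 µM; higher means less KLF5 promoter-driven luciferase light; inactives centre near -14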
Platelet DG rel: inhibitors of platelet dense granule secretion, primary screen, cell-based, MLPCN, human platelets | 300,000 compounds, 0.22% hits | inhibition, %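 (compounds screened at 7.5 µM in platelet-rich plasma)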 | human platelet-rich plasma, SFLLRN dense granule ATP release, luminescence;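 active means mean replicate score, as percent of positive control, at or above 50; inconclusive means mean below 50 but at least one replicate at or above 50; inactive means mean and every replicate below 50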
SKKanGAS inh: S. pyogenes SKKanGAS growth inhibitors in kanamycin, primary screen, streptokinase expression inhibitor project, SKKanGAS strain, BacTiter-Glo luminescence; 6 h; inhibition, % at 7.5 µM; 300,000 compounds, 1.3% hits;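 active means mean replicate score, as percent of positive control median, at least 50; inconclusive means mean below 50 but one replicate at or above 50; inactive means mean and every replicate below 50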;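 further: strain carries kanamycin resistance gene driven by streptokinase promoter and grows in 40 µg/ml kanamycin; loss of luminescence reflects streptokinase promoter inhibition or plain growth inhibition; 0% = median of DMSO wells and 100% = positive control at its reference dose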
HIF act: HIF pathway transcriptional activators, primary screen, cell-based, U2OS HRE-luciferase, luminescence. U2OS HRE-luciferase reporter; normalized: DMSO 0%, desferrioxamine 100%. activation, % at 7.5 µM (by protocol). 300,000 compounds, 0.32% hits;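 active means mean activation of at least 10% of the iron chelator positive control signal, with at least half of replicates also reaching 10%; inconclusive means mean and replicate majority disagree about reaching 10%; inactive means mean and most replicates under 10%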
HSF-1 act: HSF-1 activators, primary screen, NIH3T3-HGL cells, MG132 stress, luminescence, single point; NIH3T3-HGL HSF-1 luciferase reporter, 8 h; 100% = twice DMSO control signal; activation, % at 9 µM; 300,000 compounds, 1.7% hits;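 active means mean replicate activation of at least 50% with a set share of replicates each reaching 50%; inconclusive means only one of those two conditions met; inactive means mean below 50% and too few replicates reaching it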;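 further: 0% = median of the neutral control wells and 100% = twice that signal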
HSP90 inh: HSP90 inhibitors, primary screen, cell lysate, luminescence | Heat shock protein HSP 90 (rabbit reticulocyte lysate; luciferase refolding) | Rabbit reticulocyte lysate, luciferase refolding luminescence, 3 h | inhibition, % at 5.6 µM | 290,000 compounds, 0.91% hits | AID 1789, 2009;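 active means inhibition above the screen-wide mean plus 3 SD, computed separately per campaign, cut at about 16% in these data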;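 further: 0% = DMSO wells and 100% = 60 µM geldanamycin wells; inhibitors lower the luminescence because luciferase stays unfolded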
AI-2 QS modul: Vibrio harveyi AI-2 quorum sensing modulators, primary screen, JMH597 strain, luminescence/OD600 ratio | 300,000 compounds, 0.4% hits | activity change, % at 7.5 µM | AID 2094, 2009 | Vibrio harveyi JMH597 AI-2 luminescence/OD600 ratio, 9 h; active compounds read low; strain lacks LuxN and CqsS sensors; 0 = neutral-control median; in the data active means activity change below about -75%, passing the limit was not always enough; inconclusive means no clear call, values can overlap the other calls;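 further: luminescence divided by OD600 gain over 9 h not by final OD600 alone; inactives centre near 13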
* hit, by the source's call; ? = inconclusive; . = no result given.

SMILES	IEC-6 tox	aSyn 5UTR inh	HSF1 inhib	KLF5 inhibitor	Platelet DG rel	SKKanGAS inh	HIF act	HSF-1 act	HSP90 inh	AI-2 QS modul
C/C(CC(=O)Nc1cccc(Cl)c1Cl)=N\NC(=O)c1ccccc1Br	-4	-25	10	2	0	0	-0.5	42	1	21
NS(=O)(=O)c1ccc(NCCCn2ccnc2)c([N+](=O)[O-])c1	-5	20	-15	-22	-1	10	0.0	-2	-2	21
COC(=O)c1cccc(NC(=O)CN2CCc3ccccc3C2)c1	5	2	-1	-14	-2	3	0.4	11	-7	-5
Cc1ccc(O)c(N=Nc2ccc(S(=O)(=O)N3CCOCC3)cc2)c1	4	-13	13	2	19	-4	1.1	1	0	19
CCN(CC(=O)NCc1ccccn1)S(=O)(=O)c1ccc(OC)cc1	5	14	-1	8	-15	3	0.3	-12	-6	13
CCC(C)(C)NC(=O)CN(C(=O)CCC(=O)Nc1nccs1)c1cccc(C)c1	-1	6	-1	-36	0	9	-0.7	-3	-3	11
CC(Oc1ccc(Cl)cc1)c1ccc(C#N)c(=O)[nH]1 (stereo unspecified)	0	-2	-3	0	-3	-12	-0.3	23	-3	21
Cc1cc(NS(=O)(=O)c2ccc(NC(=O)Nc3ccc4c(c3)OCO4)cc2)no1	-1	-71	3	-63	12	8	1.4	-10	-2	-6
Cc1ccccc1C(=O)c1cccn1CC(=O)NCCN1CCN(c2cccc(C)c2C)CC1	3	13	-5	-13	2	3	-0.7	-3	13	19
Cn1c(CCN2CCN(c3ccccc3)CC2)nc2cc(NC(=O)c3ccco3)ccc21	4	-31	103	-3	-2	-23	-0.2	128*	3	12
O=C(NCCCN1CCCC1=O)c1ccc([N+](=O)[O-])s1	.	-35	3	.	-3	-5	-0.1	-8	.	49
Cc1cccc(N2CCN(C(=O)Cn3cccc3C(=O)c3ccccc3)CC2)c1C	2	21	-4	-31	-2	6	-0.4	2	4	15
COc1cccc(-c2n[nH]c3c2CCC3)c1	-1	-30	5	-3	-4	-16	1.3	-3	5	6
O=C(COc1cccc2cccnc12)Nc1nccs1	5	-85	17	-103	-2	14	-1.0	35	1	-5
COc1cc(-n2nnnc2SC)c(OC)cc1Cl	1	-15	-4	-27	4	-15	-1.0	-14	0	-7
Cc1ccc(C2/C(=C(/O)c3ccccc3)C(=O)C(=O)N2CCN2CCOCC2)o1 (stereo unspecified)	-2	3	-9	-11	1	2	-0.2	-11	8	11
Cc1cc(C)nc(Nc2nc3ccccc3s2)n1	8	-177	14	-21	7	-4	2.1	14	-2	17
CC(O)C(=O)N/N=C/c1cccc(Cl)c1Cl (stereo unspecified)	7	-5	6	-24	0	-12	1.7	9	0	23
CCOC(=O)c1c(C)[nH]c(C)c1S(=O)(=O)N1CCCCC1	-1	2	25	-26	-8	4	0.3	57*	0	17
Cc1cc(C)cc(Nc2ccc(C(=O)O)cc2[N+](=O)[O-])c1	-8	5	-2	-41	0	6	0.5	5	-2	10
CCOC(=O)c1ccc2nc(C)c(C)nc2c1	2	-88	2	4	-3	1	1.5	14	-2	9
CCOc1ccc(CN2CCN(CCCc3ccccc3)CC2CCO)cc1 (stereo unspecified)	0	-5	-6	-5	-7	4	-0.1	-2	-3	23
COc1ccc2nc(NC(=O)CSc3nc4ccccc4o3)sc2c1	2	-153	-40	-38	3	0	1.6	-44	14	16
CCC(c1nnnn1CCOC)N(Cc1ccc(C)cc1)Cc1cc2cc(OC)ccc2[nH]c1=O (stereo unspecified)	2	15	3	-19	-3	-4	-0.2	1	-7	17
O=C(Cc1ccc(-n2c(=O)[nH]c3ccccc3c2=O)cc1)N1CCN(c2cccc(Cl)c2)CC1	1	28	8	1	-2	10	-0.5	43	0	2
Cc1ccc(S(=O)(=O)N(C)Cc2ccc(C(=O)N/N=C/c3ccc(OC(F)F)cc3OC(F)F)cc2)cc1	2	17	-15	-20	12	17	-0.6	-1	0	34
Cc1nc2nc(C)c(CCC(=O)NC(C)c3ccc4c(c3)OCCO4)c(C)n2n1 (stereo unspecified)	-1	4	3	-13	6	-1	-1.1	-13	0	31
CCN(CC)S(=O)(=O)c1cc(NC(=O)CN2CCN(c3ccccn3)CC2)ccc1C	2	8	0	-9	2	14	-0.1	0	-4	20
Nc1ccc(NC(=O)c2cccc(C(=O)Nc3ccc(N)cc3Cl)c2)c(Cl)c1	6	-85	3	-7	5	23	0.0	-8	1	21
Cc1ccccc1NC(=O)Cn1c(C)nc2ccc(NC(=O)C3CC3)cc2c1=O	7	-12	1	-19	-1	8	-0.1	2	7	7
COc1ccc(Cn2c(=O)[nH]c3cc(C(=O)N4CCN(c5ccccn5)CC4)ccc3c2=O)cc1	6	-4	-1	2	1	-3	-0.6	-7	-2	3
O=C(NCCc1ccccc1Cl)C1CCC(=O)N(CCCc2ccccc2)C1 (stereo unspecified)	-1	3	1	-20	-1	-1	-0.4	-14	-4	4
CC(Nc1ccc(Cl)cc1)C(=O)NN (stereo unspecified)	0	3	-2	-5	-3	-6	-0.1	-10	3	26
COc1ccccc1CNc1cc(C)ccn1	4	-4	-5	-20	-1	-5	-0.7	4	0	0
O=C(Cn1c(C(=O)O)cc2ccccc21)c1ccccc1	4	5	-3	-34	-6	-3	-0.8	3	-5	15
O=C(CSCc1ccccc1)Nc1ccc2c(c1)C(=O)NC2=O	2	23	-4	-29	-1	1	0.0	-9	0	18
CCN(CC)c1ncnc2c1ncn2Cc1c(Cl)cccc1Cl	14	39	-2	-3	.	21	-0.1	-5	4	0
COc1ccc(N(CN2C(=O)c3ccccc3C2=O)C(=O)C(C)C)cc1	6	-10	8	-37	3	3	-0.4	9	-2	6
O=C(Nc1ccc2nc(-c3ccccc3)oc2c1)c1ccco1	1	-227	23	-38	-4	15	3.3	?	3	4
O=C(NN1CCCCC1)c1cccc2ccccc12	3	19	3	0	-1	-6	-0.4	-5	-4	10

In the list so far, these contain a halogen:
SMILES	IEC-6 tox	aSyn 5UTR inh	HSF1 inhib	KLF5 inhibitor	Platelet DG rel	SKKanGAS inh	HIF act	HSF-1 act	HSP90 inh	AI-2 QS modul
C/C(CC(=O)Nc1cccc(Cl)c1Cl)=N\NC(=O)c1ccccc1Br	-4	-25	10	2	0	0	-0.5	42	1	21
CC(Oc1ccc(Cl)cc1)c1ccc(C#N)c(=O)[nH]1 (stereo unspecified)	0	-2	-3	0	-3	-12	-0.3	23	-3	21
COc1cc(-n2nnnc2SC)c(OC)cc1Cl	1	-15	-4	-27	4	-15	-1.0	-14	0	-7
CC(O)C(=O)N/N=C/c1cccc(Cl)c1Cl (stereo unspecified)	7	-5	6	-24	0	-12	1.7	9	0	23
O=C(Cc1ccc(-n2c(=O)[nH]c3ccccc3c2=O)cc1)N1CCN(c2cccc(Cl)c2)CC1	1	28	8	1	-2	10	-0.5	43	0	2
Cc1ccc(S(=O)(=O)N(C)Cc2ccc(C(=O)N/N=C/c3ccc(OC(F)F)cc3OC(F)F)cc2)cc1	2	17	-15	-20	12	17	-0.6	-1	0	34
Nc1ccc(NC(=O)c2cccc(C(=O)Nc3ccc(N)cc3Cl)c2)c(Cl)c1	6	-85	3	-7	5	23	0.0	-8	1	21
O=C(NCCc1ccccc1Cl)C1CCC(=O)N(CCCc2ccccc2)C1 (stereo unspecified)	-1	3	1	-20	-1	-1	-0.4	-14	-4	4
CC(Nc1ccc(Cl)cc1)C(=O)NN (stereo unspecified)	0	3	-2	-5	-3	-6	-0.1	-10	3	26
CCN(CC)c1ncnc2c1ncn2Cc1c(Cl)cccc1Cl	14	39	-2	-3	.	21	-0.1	-5	4	0

Later entries.
SMILES	IEC-6 tox	aSyn 5UTR inh	HSF1 inhib	KLF5 inhibitor	Platelet DG rel	SKKanGAS inh	HIF act	HSF-1 act	HSP90 inh	AI-2 QS modul
COc1cccc(-c2cc3nc(-c4ccccc4)cc(=O)n3[nH]2)c1	78*	-167	5	22	1	20	3.0	7	3	23
COc1ccc(CC(=O)NCC2CCCN(Cc3cc(OC)cc(OC)c3)C2)cc1 (stereo unspecified)	-4	13	-1	-10	-2	-2	-14	-3	-6	13
CC(=O)c1ccc(N2CCN(C(=O)c3ccc(NC4=NC5CS(=O)(=O)CC5S4)cc3)CC2)cc1 (stereo unspecified)	-6	-10	0	-30	2	1	0.2	1	-3	-2
N#CC1(c2ccccc2)CCCN1C(=O)c1ccc(Br)o1 (stereo unspecified)	2	9	-3	-3	22	14	-0.1	-1	-3	9
CCCCCNCc1ccc(Cl)cc1	4	12	-5	12	-2	-1	-0.5	2	-5	-6
Cc1cc(C)cc(N(CC(=O)O)S(=O)(=O)c2c(C)[nH]c(=O)[nH]c2=O)c1	0	16	-13	-8	34	-10	0.1	0	-3	-14
COC(=O)c1oc2ccccc2c1NC(=O)/C=C/C(=O)O	-7	-26	-10	-19	2	4	0.3	10	-3	6
Cc1ccc(S(=O)(=O)NCc2ccc(C(=O)N3CCN(c4ccccn4)CC3)cc2)cc1	2	8	-2	1	-6	-5	-1.2	-7	0	5
CCCCn1nnnc1SCC(=O)Nc1cccc(C)c1	-3	6	1	2	-6	-3	-0.3	-10	-5	17
Cc1[nH]nc2c1C(=O)CC(C)(C)C2	-2	-25	13	-18	-1	1	0.0	-3	0	27
COc1ccc(N2CCN(C(=O)CCNS(=O)(=O)c3ccc(Br)s3)CC2)cc1	2	8	-3	1	-1	-5	0.1	-21	-1	35
O=S(=O)(c1cc(F)ccc1F)N1CCC2(CC1)OCCO2	3	6	-16	-10	-7	-12	-0.6	-18	-2	7
COC(CNC(=O)c1ccc2nc3ccccc3c(=O)n2c1)OC	-1	-10	-9	-25	-17	-5	1.8	-13	-1	7
CC(NC(=O)COc1ccc(Br)cc1)C1CCCO1 (stereo unspecified)	0	2	3	-14	-3	5	0.0	5	2	1
CCOC(=O)C1=C(COc2ccccc2)NC(=O)NC1c1ccc2ccccc2c1 (stereo unspecified)	.	37	11	.	-2	21	-0.3	20	.	45
O=C(NNc1ccc(Cl)cc1)C1CCC1	-4	14	3	-13	2	-9	-0.4	7	-2	20
COc1cc(C2C=C(Nc3ccccc3)C(=O)N2c2ccccc2)ccc1O (stereo unspecified)	-2	-72	27	-39	-42	-1	0.9	23	4	12
